# UDG counterscr: UDG inhibition counter-screen. FRET deamination/UDG coupled assay, UDG read, 4 h. Potency, µM (top dose mostly 115 µM), for inactives: at the top dose activity change, negative = inhibition, most hits filed as inhibitors. 0.14% of 91,000 active; note: nearly all actives have a fitted effect of over 65% in size
# AID inh: activation induced cytidine deaminase inhibition; AID deamination FRET fluorescence, UDG-coupled, 4 h; Potency, µM (highest dose often 115 µM), for the others: at the highest dose activity change, negative = inhibition, most hits filed as inhibitors; 0.32% of 91,000 active; note: nearly all actives have a fitted effect of over 25% in size
# Target sequence (Q9GZX7 whole entry, looked up): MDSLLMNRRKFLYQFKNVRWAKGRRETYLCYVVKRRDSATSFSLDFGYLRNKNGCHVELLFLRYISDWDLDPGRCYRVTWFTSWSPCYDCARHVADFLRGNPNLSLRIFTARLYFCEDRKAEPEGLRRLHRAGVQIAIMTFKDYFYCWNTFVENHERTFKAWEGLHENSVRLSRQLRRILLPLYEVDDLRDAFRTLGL
# * marks the source's active call; other numbers are inactive results; ? = inconclusive; [ ] = remark or other dose. Calls come from the whole dose curve; as a rule, active = well fitted curve in the direction sought with a large enough effect; inconclusive = small, poorly fitted or top-dose-only effect, or another doubt; inactive = no such curve, though single readings can be large; an effect the other way counts as inactive or inconclusive. % is set by controls: 0 for no effect and ±100 for the full control effect; potency is the fitted concentration of half-maximal effect. Some of the compounds tested; count on the stated rates, not on these rows.
SMILES,UDG counterscr,AID inh
Cc1ccc2c(CC(=O)N3CCN(c4cccc(Cl)c4)CC3)coc2c1C,-12%,?
O=C(CCc1ncc(-c2ccc(F)cc2F)o1)NCc1ccc2c(c1)OCO2,9%,-2%
COc1ccc2c(c1)c1c(c(=O)n(CCc3ccccc3)c(=O)n1Cc1ccccc1)n2C,3%,3%
COc1ccc(Cc2nc3ccc(C(=O)NCc4ccccc4Cl)cc3o2)cc1,-6%,-4%
O=c1[nH]c(=O)n(CC2CCCO2)c2nccc(-c3ccc(-c4ccccc4)cc3)c12 (stereo not drawn),5%,16%
Cn1nnnc1-c1cccc(NC(=O)c2ccc3[nH]c4c(c3c2)CCCC4)c1,0%,56%[activator]
CN(C)S(=O)(=O)c1ccc2c(c1)/C(=C/c1cc3c([nH]1)CCCC3)C(=O)N2,0%,67%[activator]
COCCN1C(=O)c2ccccc2C(C(=O)Nc2ccc(F)cc2)C12CCCC2 (stereo not drawn),-3%,1%
CCOC(=O)c1noc2ncn(CC(=O)Nc3ccc(F)cc3Cl)c(=O)c12,1%,-6%
CC(N)=O,-6%,6%
CC(C)c1nn2c(=O)cc(COC(=O)c3cccc(NC(=O)COc4ccc(F)cc4)c3)nc2s1,-3%,20%
CCN(Cc1ccccc1)C1=CC(=O)OC12CCCCC2,3%,-2%
Cc1[nH]c2ccc(C(=O)N3CCN(C)CC3)cc2c1C,7%,5%
COCCNC(=O)c1c(C)oc2nc(C)nc(N3CCOCC3)c12,9%,7%
COc1ccc(CCNC(=O)c2cnn(-c3cccc(C)c3)c2C2CCN(C(=O)OC(C)(C)C)CC2)cc1OC,30%,?
CN(C)/C=C/C(=O)c1ccc([N+](=O)[O-])cc1,-5%,-1%
Cc1cccc(N2CCN(CC(=O)Nc3nncs3)CC2)c1C,4%,1%
O=C(Nc1ccc(Br)cc1)c1cc2ccc(O)cc2oc1=O,-5%,-19%
CC(=O)N(CCC1(CCC(C)C)CCOC(C)(C)C1)Cc1ccco1 (stereo not drawn),8%,1%
O=C(c1cccn1-c1nnc(N2CCCC2)s1)N1CCN(c2ccc(Cl)cc2)CC1,48%[activator],-32%

# Copied from the list.
# In UDG counterscr, COCCN1C(=O)c2ccccc2C(C(=O)Nc2ccc(F)cc2)C12CCCC2 (stereo not drawn) is listed with -3%
# In AID inh, O=c1[nH]c(=O)n(CC2CCCO2)c2nccc(-c3ccc(-c4ccccc4)cc3)c12 (stereo not drawn) is listed with 16%
# In UDG counterscr, O=C(CCc1ncc(-c2ccc(F)cc2F)o1)NCc1ccc2c(c1)OCO2 is listed with 9%
# In UDG counterscr, COc1ccc(CCNC(=O)c2cnn(-c3cccc(C)c3)c2C2CCN(C(=O)OC(C)(C)C)CC2)cc1OC is listed with 30%

# Other structures
SMILES,UDG counterscr,AID inh
CC1CCc2[nH]c3ccc(C(=O)Nc4ccc(F)cc4)cc3c2C1 (stereo not drawn),1%,4%
CS(=O)(=O)Oc1ccc2c(=O)c(-c3ccccc3)coc2c1,-3%,?
O=C(c1cc2ccccc2oc1=O)N1CCN(c2cccc(Cl)c2)CC1,7%,1%
O=C(/C=C/c1ccc(-c2ccccc2)cc1)c1ccccc1,-7%,?
Cc1nc(SCC(=O)Nc2ccc(Cl)cc2)c(C#N)c2c1CCCC2,-2%,-9%
Cc1ccc(Oc2ccc(C(=O)O)cc2)cc1C,-4%,-9%
CC(=O)N1CCC(N(Cc2ccc(C)o2)C(=O)Nc2ccc(C)cc2)CC1,-8%,-1%
Cc1cccc(C(=O)NCC(c2cccs2)c2c[nH]c3ccccc23)n1 (stereo not drawn),-6%,26%
Cc1ccc(CN2C(=O)N(c3ccc(F)cc3)C(=O)C2CC(=O)Nc2ccc(Cl)cc2)cc1 (stereo not drawn),-4%,6%
Cc1c(C(=O)N(Cc2ccco2)Cc2ccccc2Cl)oc2ccc(F)cc12,-15%,?
CC1(C)CC(=O)c2c(oc3c(Cl)cc(NS(=O)(=O)c4ccc(Cl)cc4)cc23)C1,7%,7%
Cc1cc(C(=O)CCC(=O)O)c(C)s1,2%,4%
CCOc1ccc(N/C=C/C(=O)C23CC4CC(CC(C4)C2)C3)cc1,10%,1%
CC(=O)c1cccc(NC(=O)CSc2nnc3ccc(-c4ccc(Cl)cc4)nn23)c1,5%,4%
Cc1cccc2sc(N(Cc3cccnc3)C(=O)C3COc4ccccc4O3)nc12 (stereo not drawn),-3%,4%
CCC(C)(C)NC(=O)C(C)Sc1ccc(O)cc1 (stereo not drawn),-11%,-9%
Cc1ccc(-n2ncc(C(=O)NCCc3ccccc3)c2C2CCN(C(=O)OC(C)(C)C)CC2)c(C)c1,-21%,25µM*
Cc1ccc(C(=O)Nc2nc3n(n2)C(c2ccc(F)cc2)C=C(c2ccccc2)N3)cc1 (stereo not drawn),6%,-11%
N#Cc1ccc(C2Nc3ccccc3C3OCCCC23)cc1 (stereo not drawn),-3%,-4%
Cc1ccccc1OCCN(C)C(=O)Cc1c[nH]c2ccccc12,6%,7%

# Sorted by the number under AID inh (smallest number first): some entries from above.
Molecule	AID inh
Cc1ccc(C(=O)Nc2nc3n(n2)C(c2ccc(F)cc2)C=C(c2ccccc2)N3)cc1 (stereo not drawn)	-11%
CCC(C)(C)NC(=O)C(C)Sc1ccc(O)cc1 (stereo not drawn)	-9%
N#Cc1ccc(C2Nc3ccccc3C3OCCCC23)cc1 (stereo not drawn)	-4%
CCOc1ccc(N/C=C/C(=O)C23CC4CC(CC(C4)C2)C3)cc1	1%
CC(=O)c1cccc(NC(=O)CSc2nnc3ccc(-c4ccc(Cl)cc4)nn23)c1	4%
Cc1ccccc1OCCN(C)C(=O)Cc1c[nH]c2ccccc12	7%
Cc1cccc(C(=O)NCC(c2cccs2)c2c[nH]c3ccccc23)n1 (stereo not drawn)	26%

# Other results
SMILES,UDG counterscr,AID inh
COc1cccc(-c2nnc3n(Cc4ccc(F)cc4)c(=O)c4ccccc4n23)c1,2%,-11%
Cc1ccc(CNC(=O)CSc2nc3n[nH]c(C)c3c(=N)n2-c2cccc(C)c2)cc1,11%[57.5 µM],3%
CCc1ccccc1NC(=O)CC(C)n1nc(C)cc1C (stereo not drawn),4%,-3%
COc1cc(/C=C(\C#N)c2nc3cc(C)c(C)cc3[nH]2)ccc1OCc1ccccc1,3%,-9%
CC(=O)Nc1ccc(S(=O)(=O)N2CCC(n3c(C(F)(F)F)nc4cccnc43)CC2)cc1,0%,0%
CC(C)(C)c1nnc(Nc2ccc(Cl)c(Cl)c2)[nH]c1=O,2%,3%
Cc1csc2nc(COC(=O)c3ccccc3NC(=O)c3ccc(F)cc3)cc(=O)n12,-7%,49%[activator]
COc1ccc(OC)c(NC(=O)Cn2ccc3cc(OC)ccc32)c1,-8%,2%
O=C(Cc1ccc(F)cc1)NCc1nc2cccnc2n1Cc1ccc(F)cc1,6%,-13%
Cc1cc(F)ccc1NC(=O)CCS(=O)(=O)c1ccc2c(c1)CC(C)N2C(=O)C1CC1 (stereo not drawn),-1%[57.5 µM],4%
CC1CCN(c2nc3ccccc3nc2C(C#N)S(=O)(=O)c2cccc(Cl)c2)CC1 (stereo not drawn),-3%,4%
CCC(CC)c1nnc(NC(=O)CCc2c(C)nc(C)[nH]c2=O)s1,0%,3%
CCc1ccccc1NC(=O)Cn1c(=O)n(CCc2ccccc2)c(=O)c2ccccc21,-10%,8%
N#CC1=C(N)OC2=C(C(=O)CC(c3cccs3)C2)C1c1ccccc1 (stereo not drawn),-1%,-2%
Fc1ccc2[nH]c(-c3cccs3)cc2c1,-3%,15%
Cc1ccc(NC(=O)CSc2nnc(C)s2)c(C)c1,24%,16%
Cc1ccc(SCCNC(=S)Nc2ccc(Nc3ccccc3)cc2)cc1,-11%,54%[activator]
COc1cc(-c2cc3n(C)c(C)c(CCC(=O)NCc4ccccc4)c(=O)n3n2)cc(OC)c1OC,4%,-16%
COc1ccccc1-c1nnc(SC(C(=O)N2CCCC2)c2ccccc2)n1C (stereo not drawn),2%,-2%
Cc1cc(Cl)ccc1S(=O)(=O)N(Cc1cccnc1)C1CC1,1%,-2%
COc1ccc(S(=O)(=O)Cc2ccc(C(=O)N3CCN(c4cc(C)ccc4C)CC3)o2)cc1,89µM*,?
NC(=O)NCc1ccc(C(=O)NCc2ccc(C(F)(F)F)cc2)cc1,0%,-4%
CCOc1ccc(Nc2nc(-c3cc(C)ccc3C)cs2)cc1,-2%,-14%
CC(C)(CNC(=O)c1cc(-c2ccc(Cl)cc2)on1)N1CCOCC1,2%,-1%
CC(Sc1nc2c([nH]c3ccccc32)c(=O)n1-c1ccccc1)c1ccccc1 (stereo not drawn),-12%[57.5 µM],-20%
Cc1ccc2oc(C(=O)Nc3ccc(C(N)=O)cc3)cc(=O)c2c1,2%,-6%
COc1ccc(OC)c(NC(=O)CCNS(=O)(=O)c2ccc3c(c2)oc(=O)n3C)c1,9%,4%
COc1cc(-c2nnc(SCCOc3ccccc3)o2)cc(OC)c1OC,?,?
COc1ccc(-n2c(=O)c3ccc(C(=O)NCc4ccc(C)cc4)cc3n(Cc3cccc(Cl)c3)c2=O)cc1,7%,1%
CCCc1[nH]nc2c1C(c1ccccc1C(F)(F)F)C(C#N)=C(N)O2 (stereo not drawn),-5%,-3%
CCOC(=O)c1cc2cc(C#N)ccc2[nH]1,1%,-3%
O=C(O)c1cccnc1SC(F)(F)F,6%,5%
COC(=O)c1cc(S(=O)(=O)NCC2CCN(Cc3cccc(F)c3)CC2)cn1C,?,11%
COc1ccc(CCNC(=O)c2c(C)nn(-c3ccc(F)cc3)c2-n2cccc2)c(OC)c1OC,-8%,?
CCc1cccc(C)c1NC(=O)Cn1ccn(-c2ccccc2)c(=O)c1=O,6%,2%
C=C(Cl)CN1CCN(CC2CCCO2)CC1 (stereo not drawn),-13%,15%
COc1ccc(OC)c(NC(=O)CSc2c3c(nc4cc(Cl)ccc24)CCCC3)c1,-5%,?
Cc1cccc(N2CCN(C(=O)C3CCN(S(=O)(=O)c4c(C)noc4C)CC3)CC2)c1C,-6%,2%
COc1ccc(CCNC(=O)CSc2ncc3c(n2)-c2cc(Cl)ccc2N(Cc2ccccc2)S3(=O)=O)cc1OC,-25%,35%[activator]
CCOC(=O)C1CCN(CCC(=O)Nc2ccc(Br)c(C)c2)CC1,?,21%

# Compound profiles, as listed above. Values in the order: UDG counterscr	AID inh
# COc1ccc(CCNC(=O)CSc2ncc3c(n2)-c2cc(Cl)ccc2N(Cc2ccccc2)S3(=O)=O)cc1OC is listed as -25%	35%[activator]
# Cc1ccc2oc(C(=O)Nc3ccc(C(N)=O)cc3)cc(=O)c2c1 is listed as 2%	-6%

# New compounds follow
SMILES,UDG counterscr,AID inh
COC(=O)c1cccc(COC(=O)C2=NN(C3CCS(=O)(=O)C3)C(=O)CC2)c1 (stereo not drawn),3%,4%
C#CCNC(=O)CN1CCN(C(=O)C2CCCC2)CC1,-5%,6%
CSc1ccccc1NC(=O)c1ccc(F)c(F)c1,-1%,-2%
COc1ccc(NC(=O)Cn2c(=O)c3ccccc3n3nncc23)c(OC)c1,-6%,15%
COc1ccc(-n2cc(-c3ccc4c(c3)OCO4)n(CC(=O)Nc3cccc(C)c3C)c2=O)c(OC)c1,-20%,-10%
CN(C)C(=O)c1ccc(Br)cc1F,5%,2%
COc1ccc(C2=C(C)C(=O)N(Cc3ccc(C(=O)NCc4ccccc4C)cc3)S2(=O)=O)cc1,72%[activator],10%
CC(=O)Nc1ccc(NC(=O)C2CCCN(S(=O)(=O)c3ccc4c(c3)CCCC(=O)N4)C2)cc1 (stereo not drawn),6%,-23%
Nc1cc(Cl)c(NC2=NCCN2)c(Cl)c1,2%,4%
Cc1nn2c(=O)cc(COc3ccc(/C=C(\C#N)C(=O)Nc4ccc(F)cc4)cc3)nc2s1,4%,13%
CCOc1ccc(NC(=O)c2cc3cc4ccc(C)cc4nc3o2)cc1,8%,9%
CCOc1ccc(C(=O)Nc2cc(C)ccn2)c(OCC)c1,-7%,-13%
CCCCCc1ccc(-c2ccc(OC(F)F)cc2)nc1,1%,-13%
CCOC(=O)c1cccc(NC(=O)Cn2ncc3c(=O)oc4ccccc4c32)c1,-6%,-13%
Cc1ccc(-n2c3nc(=O)[nH]c(=O)c-3cc3ccc(Cl)cc32)c(C)c1,-12%,?
Cc1cccc(CNC(=O)Cn2ccc3cc(S(=O)(=O)N4CCCCCC4)ccc32)c1,-3%[57.5 µM],-3%
CCOc1ccc(C(=O)Nc2cccc(NC(=O)c3ccc(C(C)(C)C)cc3)c2)cc1Br,?,?
CCCCCCc1cnc(-c2ccc(OC(F)(F)F)cc2)nc1,-8%,-8%
COc1ccc(Oc2cc(CNS(=O)(=O)N3CCCCCC3)ccn2)cc1,-10%,-24%
Cc1cc(C)c2c(CN3CCN(C)CC3)cc(=O)oc2c1,5%,1%
COc1c(C)cc(Br)cc1C(=O)Nc1sc2c(c1C(N)=O)CCC(C)C2 (stereo not drawn),1%,-2%
CN(C(=O)c1ccc2c(c1)N(Cc1cccc(Cl)c1)C(=O)c1ccccc1S2(=O)=O)C1CCCCC1,0%[57.5 µM],?
O=C(Cn1nc(-c2ccc(Cl)cc2)ccc1=O)NCc1ccccc1Cl,-7%,-9%
CCCCCC/C(CCCCCCC/C(CCCCCC)=N/NC(N)=O)=N/NC(N)=O,0%,-2%
O=C(NCCSc1ccccc1)C1CC2CCC(C1)C21SCCS1 (stereo not drawn),-10%,-18%
COc1ccc(N2CCN(CCCNC(=O)Nc3ccccc3Cl)CC2)cc1,-8%,6%
Cc1cccc(N2CCN(S(=O)(=O)c3ccc4oc(=O)c5ncn(C)c5c4c3)CC2)c1C,8%,17%
COc1cc(C(=O)/C=C/c2ccc(Cl)cc2)ccc1OCC(=O)O,1%,-27%
COc1ccc(Nc2c(-c3ccco3)nc3cccc(C)n23)cc1,-1%,?
CCOc1ccc(N(CC)C(=O)CCc2nc(-c3ccccc3F)no2)cc1,-13%,?
COCCN1C(=O)c2oc3ccc(C)cc3c(=O)c2C1c1ccc(C(=O)OC)cc1 (stereo not drawn),1%[57.5 µM],4%
Cc1c(-c2ccn[nH]2)cnn1C,1%,-6%
